# AmpC no deterg: blocks E. coli AmpC beta-lactamase in detergent-free assay | Potency, µM (series often up to 57.1 µM), inactives show top-dose activity change, negative = inhibition, most hits filed as inhibitors | P00811 | AmpC nitrocefin hydrolysis, absorbance 480 nm, 0.0001% Triton | hit rate 0.52% among 330,000;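 note: potency is the fitted concentration of half-maximal effect; plate controls were no compound for no effect and no enzyme for full effect; nearly all actives have a fitted effect of over 20% in size; some results filed as inactive show a strong effect at the top dose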
# Target sequence (P00811 whole entry, looked up): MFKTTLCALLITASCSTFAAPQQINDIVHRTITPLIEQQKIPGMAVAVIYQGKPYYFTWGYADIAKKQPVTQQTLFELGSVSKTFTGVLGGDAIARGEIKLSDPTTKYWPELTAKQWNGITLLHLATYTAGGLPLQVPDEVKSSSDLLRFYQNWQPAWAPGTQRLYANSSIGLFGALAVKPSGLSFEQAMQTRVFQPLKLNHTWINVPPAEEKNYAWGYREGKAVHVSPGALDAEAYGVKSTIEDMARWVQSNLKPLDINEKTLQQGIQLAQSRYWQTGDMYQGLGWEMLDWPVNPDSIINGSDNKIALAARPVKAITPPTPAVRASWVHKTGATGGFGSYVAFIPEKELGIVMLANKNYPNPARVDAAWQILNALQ
#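 AmpC (5.3 nM in the dispensed reagent) in 20 mM phosphate pH 7.0 with 0.01% (detergent screen) or 0.0001% Triton X-100 was preincubated with compounds for 15 min at room temperature. Nitrocefin was then added from an 800 uM solution, and hydrolysis was followed at 480 nm.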
# HCMV antiviral: human cytomegalovirus inhibition; hit rate 4.5% among 410,000; activity change, negative = inhibition, % at 57.5 µM; HFF cells, HCMV-luciferase reporter, 72 h; hits give low values; in the data active = activity change below about -60%; inconclusive = no clear call, values can overlap the other calls; inactive = above about -39%; note: % is set by controls: 0 for no effect and ±100 for the full control effect
#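 Cell-based, HFFs, 1000 cells/well, 16 h 37C; cpds in DMSO + HCMV-luc, MOI 1 PFU/cell; 72 h 37C; OneGlo luminescence after 5 min RT; norm. to buffer vs Salinomycin 10uM.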
# AmpC detergent: AmpC beta-lactamase inhibition with detergent present | AmpC hydrolysis of nitrocefin, absorbance 480 nm, 0.01% Triton | Potency, µM (doses to about 114 µM), for inactives: at the highest dose activity change, negative = inhibition, hits mostly inhibitors | AID 485294 | P00811 | hit rate 0.041% among 370,000;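 note: potency is the fitted concentration of half-maximal effect; 0% = no-compound wells and -100% = no-enzyme wells; nearly all actives have a fitted effect of over 25% in size; some results filed as inactive show a strong effect at the top dose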
#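 20 mM phosphate pH 7.0 + 0.01% (detergent screen) or 0.0001% Triton X-100; 5.3 nM AmpC reagent; cpd preinc 15 min RT; nitrocefin (800 uM stock) to start; A480 q20 s × 4 min; Activity was normalised to no-enzyme and no-compound control wells.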
# Shiga inhibitor: Shiga toxin inhibition. Vero cells, Shiga toxin protein synthesis inhibition reporter. inhibition, % at 38.7 µM. hit rate 9.2% among 290,000. AID 2315; in the data active = inhibition mostly above about 28%, no sharp cut-off; inactive = mostly below about 43%; note: 0% is about no effect
# Cycloheximide cs: counter-screen hit for Shiga toxin inhibitors, cycloheximide | AID 2314 | cell reporter, cycloheximide protein synthesis inhibition counterscreen | max response, % | hit rate 12% among 300,000; in the data active = max response mostly above about 13%, no sharp cut-off; inactive = mostly below about 14%; note: read at 38.3 µM for the half of the compounds with a filed dose; 0% is about no effect
# FBPA Giardia inh: Giardia lamblia aldolase inhibition. purified Giardia FBPA. Potency, µM (highest dose often 59.6 µM), for inactives: at the highest dose activity, negative = inhibition, hits mostly inhibitors. hit rate 0.71% among 290,000. AID 2451; note: potency is the fitted concentration of half-maximal effect; % is set by controls: 0 for no effect and ±100 for the full control effect; nearly all actives have a fitted effect of over 55% in size
# Target sequence (A8B2U2 whole entry, looked up): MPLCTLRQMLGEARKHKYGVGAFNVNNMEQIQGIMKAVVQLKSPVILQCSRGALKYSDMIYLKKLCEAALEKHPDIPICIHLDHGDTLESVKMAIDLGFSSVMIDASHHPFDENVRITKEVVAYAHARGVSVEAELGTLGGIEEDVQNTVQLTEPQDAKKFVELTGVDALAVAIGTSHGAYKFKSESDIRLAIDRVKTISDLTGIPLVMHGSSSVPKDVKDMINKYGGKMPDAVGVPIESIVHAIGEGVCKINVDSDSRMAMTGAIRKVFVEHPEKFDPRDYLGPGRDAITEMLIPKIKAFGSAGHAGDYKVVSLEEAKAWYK
#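 40 nM FBPA preincubated 10 min at RT with compound (up to 57.5 uM final), then substrate plus GAPDH/TPI/NAD/arsenate coupling and diaphorase/resazurin added. Fluorescence read after 20 min at RT, 525/598 nm.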
# AMA1 RON2 block: disrupts binding of P. falciparum AMA1 to RON2. AlphaScreen AMA1-biotinylated RON2 peptide binding. hit rate 0.2% among 360,000. Potency, µM (top dose mostly 58.2 µM), without a hit: at the highest dose activity change, negative = inhibition, most hits filed as inhibitors;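 note: potency is the fitted concentration of half-maximal effect; 0% = vehicle wells and -100% = peptide control; nearly all actives have a fitted effect of over 45% in size; some results filed as inactive show a strong effect at the top dose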
#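 AMA1 (3D7) with his tag at 25 nM final met compounds first, then biotinylated RON2 peptide at 25 nM; detection used donor plus acceptor beads, 10 µg/mL apiece, read by AlphaScreen after 30 min at room temperature.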
# Active calls of the source: *; ? = inconclusive; . = no result given; + = active, no number; & = joins results of further samples; [ ] = another dose, or the depositor's remark. Unless noted, calls come from the whole dose curve; as a rule, active = well fitted curve in the direction sought with a large enough effect; inconclusive = small, poorly fitted or top-dose-only effect, or another doubt; inactive = no such curve, though single readings can be large; an effect the other way counts as inactive or inconclusive.
SMILES,AmpC no deterg,HCMV antiviral,AmpC detergent,Shiga inhibitor,Cycloheximide cs,FBPA Giardia inh,AMA1 RON2 block
CN(c1ccccc1C(=O)Nc1cccc([N+](=O)[O-])c1)S(=O)(=O)c1ccccc1,-32%,37,-19%,-8,-4,2%,2%
COc1ccc(-n2c(CSc3nc(C)cc(C)n3)nnc2SCC(=O)Nc2nccs2)cc1,-11%,18,-13%,-7,-4,2%,19%
Cc1cc(C)c(C(=O)/C=C/c2cccc3ccccc23)c(=O)[nH]1,-31%,-104*,-10%,-12,0,-3%,-9%
COCCNC(=S)N1CCc2cc(OC)c(OC)cc2C1COc1cc(C)cc(C)c1 (stereo not given),141%[activator],21,0%,-11,-1,1%,?
CCC1Oc2ccccc2N(CC(=O)NCCN2C(C)CCCC2C)C1=O (stereo not given),-14%,2,-17%,-11,-2,0%,4%
CCN1CCCC1CNC(=O)C(=O)Nc1ccc(OC)cc1 (stereo not given),-7%,24,-8%,9,5,-9%,5%
CC(=O)Nc1ccc(NC2=C/C(=N/S(=O)(=O)c3cccs3)c3ccccc3C2=O)cc1,-24%,-101*,-13%,5,17,?,-26%
CCOC(=O)c1cnc2c(F)ccc(F)c2c1Sc1ccccc1,-15%,27,-7%,-4,-1,-7%,-4%
Cc1ccc2cc3cc(C(=O)NCCCN4CCCC4=O)oc3nc2c1,41%,?,0%,4,9,-2%,6%
COc1ccccc1-n1c(-c2ccccc2)c[nH]c1=S,-17%,-14,6%,12,-9,?,62%[activator]
COC(=O)c1ccc(C(=O)OC)c(NC(=S)N2CCCCC2C)c1 (stereo not given),-5%,-23,-3%,17,17,0%,-8%
Cc1ccc(-c2csnn2)cc1,-19%,-15,5%,28,-1,5%,14%
O=C1NC(=O)N(c2ccccc2)C(=O)/C1=C\c1ccc([N+](=O)[O-])o1,-31%,.,6%,-7,-1,20µM*,.
CCOC(=O)c1[nH]c(C)c(C(=O)OCC)c1C,-2%,85,-3%,138*,65*,0%,-10%
O=C(COc1ccccc1)NC(=S)Nc1ccc2c3c(cccc13)CC2,-27%,-37,?,-19,-5,-1%,5%
Nc1ccn(CC(=O)NCCNc2ccc([N+](=O)[O-])cn2)c(=O)n1,-2%,8,-5%,.,.,.,14%
OCCC1CN(Cc2c(F)cccc2Cl)CCN1C1CCCC1 (stereo not given),-17%,31,3%,-3,-1,1%,1%
N=C1CCCN1CC(=O)c1ccc(Br)cc1,-27%,-11,-5%,+,46*,5%,16%
Nc1ccc2nonc2c1[N+](=O)[O-],-27%,-39,-1%,-3,2,?,-5%
COc1cc(CNCc2ccc3c(c2)OCO3)c([N+](=O)[O-])cc1OC,0%,-8,-2%,17,14*,?,-22%
C/C(=N/NC(=O)c1cccnc1)C1=C(O)CC(C)(C)CC1=O,-16%,-34,-6%,-16,-6,2%,47%[activator]
Cc1cc(C)c(S(=O)(=O)N2CCC(C(=O)NCc3ccc(Cl)cc3Cl)CC2)c(C)c1,-9%,-29,-3%,-13,-2,3%,-6%
O=C(Oc1ccc([N+](=O)[O-])cc1)c1ccc(Cl)c(S(=O)(=O)N2CCCCC2)c1,-24%,.,-7%,-8,8,10%,.
O=C(c1c[nH]c2ccccc12)N1CCN(c2ccccc2)CC1,13%,40,5%,-7,0,3%,-4%
O=c1oc(-c2ccccc2)nc2sc3c(c12)CCCC3,-20%,21,3%,124*,41*,1%,8%

# Next part
SMILES,AmpC no deterg,HCMV antiviral,AmpC detergent,Shiga inhibitor,Cycloheximide cs,FBPA Giardia inh,AMA1 RON2 block
O=C(Nc1ccccn1)Nc1cccs1,-18%,1,0%,38*,36*,-7%,2%
COc1ccc(C(=O)O)cc1S(=O)(=O)NC(C)C,-4%,-18,-2%,-11,1,0%,-8%
O=C(Nc1cccc(-c2cccc(Cl)c2)c1)C1CCN(C2CCC2)CC1,79%[activator],?,-1%,18,-5,.,0%
C=CCNC(=S)NNC(=O)C(CCCC)CC(C)(C)O (stereo not given),-3%,-26,-1%,12,3,?,9%
CCN(CC)S(=O)(=O)c1cccc2cc(C(=O)O)c(O)cc12,-8%,18,-10%,-4,-4,28%,1%
Cc1ccccc1N1C(=O)NC(=O)/C(=C\c2ccc3c(c2)CCCN3Cc2ccccc2)C1=O,-22%,-9,4%,22,12,-10%,-15%
CC1Cc2cc(/C(O)=C3/C(=O)C(=O)N(CCCn4ccnc4)C3c3ccco3)ccc2O1 (stereo not given),-24%,-35,?,113*,33*,-9%,-2%
COc1ccc(Nc2nc3ccc(C)cc3cc2C#N)c(OC)c1,-27%,49,-1%,0,10,14%,13%
COc1ccc(-c2noc(CCC(=O)N3CCN(c4cccc(C(F)(F)F)c4)CC3)n2)cc1,105%[activator],-32,-4%,-34,-3,-6%,-5%
O=C(O)c1ccccc1Nc1cccc(C(F)(F)F)c1,-37%,11,-13%,18,-2,?,-10%
CN1CCN(S(=O)(=O)c2ccc(N3CCN(c4ccccc4Cl)CC3)nc2)CC1,-18%,0,?,.,.,.,-3%
O=C(O)c1ccccc1N=Cc1c(O)n(-c2nccs2)c(=O)c2ccccc12,-17%,?,3%,22,-1,0%,-1%
CCOCCCN(C(=O)CCC(=O)Nc1cc(C)on1)C(C(=O)NC(C)(C)CC)c1cccc(OC)c1OC (stereo not given),112%[activator],-22,?,-3,-4,-3%,-1%
NC(=O)c1nsc(C(=O)N(Cc2ccccc2Cl)C(C(=O)NCC2CCCO2)c2ccc(O)cc2)c1N (stereo not given),40%,-27,-9%,-6,-4,2%,-5%
O=C(NCCCn1ccnc1)c1cccc(S(=O)(=O)Nc2ccc(Br)cc2)c1,17%,-5,0%,.,.,.,-2%
CC(C)NC(=O)CSc1nnc(-c2ccncc2)n1-c1ccccc1,-38%,4,-6%,-19,10,0%,-11%
COc1cccc(CNC(=O)C2CCN(c3cnccn3)CC2)c1,-12%,17,1%,0,7,-1%,7%
Cc1ccc(C(=O)OCC(=O)c2c[nH]c3ccccc23)cc1S(=O)(=O)N1CCCCC1,16µM*,-37,-13%,14,-2,-2%,1%
CCCNC(=O)c1ccc(COc2cccc3ccccc23)o1,3%,33,-7%,8,8,-3%,-1%
COC(=O)C1C/C(=N\NS(=O)(=O)c2ccc(C)cc2)c2sccc2C1 (stereo not given),-23%,12,-3%,-12,-4,0%,-1%
Cc1ccc(S(=O)(=O)N2CCN(C(=O)COC(=O)C3CC3C)CC2)c(C)c1 (stereo not given),5%,16,-2%,.,.,.,-5%
COc1cc(C#Cc2c(-c3ccccc3)n(C)c3ccccc23)cc(OC)c1,-34%,-5,-6%,-6,2,3%,52%[activator]
O=C1c2ccccc2C(=O)N1CCc1c[nH]c2ccccc12,-29%,-2,4%,95*,48*,-3%,-4%
CCC(C)NC(=O)CN(c1cc(Cl)cc(Cl)c1)S(C)(=O)=O (stereo not given),-5%,14,-1%,-9,0,2%,0%
O=C(CSc1nc2c(sc3ccccc32)c(=O)n1CCCN1CCOCC1)NC1CCCC1,-10%,-20,-12%,-9,1,0%,-3%

# Looked up one by one from the list above, three records:
SMILES,AmpC no deterg,HCMV antiviral,AmpC detergent,Shiga inhibitor,Cycloheximide cs,FBPA Giardia inh,AMA1 RON2 block
CCC(C)NC(=O)CN(c1cc(Cl)cc(Cl)c1)S(C)(=O)=O (stereo not given),-5%,14,-1%,-9,0,2%,0%
COC(=O)C1C/C(=N\NS(=O)(=O)c2ccc(C)cc2)c2sccc2C1 (stereo not given),-23%,12,-3%,-12,-4,0%,-1%
O=C(Nc1ccccn1)Nc1cccs1,-18%,1,0%,38*,36*,-7%,2%

# The listing continues.
SMILES,AmpC no deterg,HCMV antiviral,AmpC detergent,Shiga inhibitor,Cycloheximide cs,FBPA Giardia inh,AMA1 RON2 block
O=C(Nc1ccccc1C(F)(F)F)Nc1cccc2ccccc12,-22%,15,-1%,-10,3,1%,1%
COc1ccccc1/C=C/C(=O)Nc1ccc(S(=O)(=O)Nc2cc(C)on2)cc1,-28%,?,-3%,11,3,.,1%
CCOc1ccc(S(=O)(=O)N2CCNC(=O)C2)cc1,-11%,-30,-2%,.,.,.,0%
COc1ccc(NC(=O)c2cc(-c3ccco3)nc3ccccc23)cc1S(=O)(=O)N1CCOCC1,57%[activator],15,0%,10,-1,?,-22%
C=CC[C@H](CC(=O)NCCO)C(=O)N[C@@H](COC(=O)[C@H](CC=C)CC(=O)OC(C)(C)C)Cc1c[nH]c2ccccc12,255%[activator],-7,.,.,.,.,-3%
COc1cc2c(c(OC)c1OC)CC(=O)N(C)CC2,-7%,13,-16%,10,-4,0%,3%
O=C(CSCSCC(=O)Nc1ccc2c(c1)OCO2)Nc1ccc2c(c1)OCO2,-34%,-1,?,26,6,-5%,-6%
CC(=O)Nc1cccc(NC(=O)c2cc(C)on2)c1,-11%,56,-14%,53*,21*,1%,6%
Cc1noc(NS(=O)(=O)c2ccc(NC(=O)CC34CC5CC(CC(Br)(C5)C3)C4)cc2)c1C,-38%,-2,0%,-14,3,.,-3%
Cc1cc(=O)[nH]c2c1c(=O)[nH]n2C1CC(C)N(C)CC1C (stereo not given),-15%,-27,-2%,2,-2,?,-7%
CCCCCNc1nc(N2CCCC2)c2c(c1C#N)CCN(C)C2,103%[activator],-33,?,-18,-10,?,?
Cc1noc(C)c1C(=O)OCC(=O)Nc1ccc(C(N)=O)cc1,-13%,-19,3%,-17,-2,3%,-4%
Cc1ccc(S(=O)(=O)NCCC(=O)Nc2ccc3c(c2)OCO3)cc1,-24%,-12,-8%,-4,10,-7%,-8%
Cc1ccc(S(=O)(=O)NCC(=O)N(CC(=O)NCC2CCCO2)Cc2ccc(Cl)cc2)cc1 (stereo not given),129%[activator],50,0%,-11,6,6%,4%
CS(=O)(=O)c1[nH]nc(-c2ccccc2Cl)c1C#N,-24%,39,0%,-10,-3,-1%,19%
CCCCOc1nc2ccccc2nc1C(C#N)C(=O)NC1CCCCC1 (stereo not given),-6%,?,-14%,-8,-4,-11%,16%
CC(C)Oc1ccc(C2CC(=O)NC3=C2C(=O)CCC3)cc1 (stereo not given),-4%,20,-1%,-40,-3,-1%,-4%
Cc1ccc(CNC(=O)CCSCc2ccccc2C)cc1,-11%,43,-16%,-7,-4,-3%,-8%
CCN(CC)C(=S)Nc1ccc2nc3n(c(=O)c2c1)CCCCC3,-18%,41,2%,15,10,1%,6%
CCN1C(=S)N[C@@H](c2cccs2)C(C(=O)OC)=C1C,-30%&-22%,?,?,2&0,-3&-2,-15%&-2%,14%
CCOc1ccccc1NC(=O)CN1C(=O)C(C)SC(C)C1=O (stereo not given),-19%,-3,-10%,-7,-1,0%,4%
COCCCn1c(=N)c(C(=O)NCC2CCCO2)cc2c(=O)n3ccccc3nc21 (stereo not given),7%,-2,?,65,7,9%,-4%
CC(=NCCCn1ccnc1)c1c(O)n(Cc2ccccc2)c(=O)[nH]c1=O,-12%,-8,-12%,15,11,8%,-6%
Cc1ccc(S(=O)(=O)N2CCOCC2)cc1NC(=O)CSc1nnnn1C1CCCC1,-5%,-3,-9%,.,.,.,12%

# High-throughput results from PubChem BioAssay.
